Bioassay records: PubChem, NCI
NCI-60 one-dose screen, 48 h, at 10 µM unless noted. Numbers give growth in % (100 = growth as untreated, 0 = no growth, -100 = all killed).
HOP-92 – HOP-92 NSCLC cells; AID 1794738; hit rate 6.3% among 71,000
RPMI-8226 – RPMI-8226 leukemia cells | hit rate 7.5% among 77,000 | AID 1794781
CCRF-CEM – CCRF-CEM leukemia; hit rate 7% among 77,000
HOP-62 – HOP-62 NSCLC; hit rate 3.9% among 80,000
MOLT-4 – MOLT-4 leukemia cells | AID 1794779 | hit rate 6.9% among 80,000
EKVX – EKVX NSCLC | AID 1794765 | hit rate 3% among 71,000
M14 – M14 melanoma. hit rate 6.2% among 80,000. AID 1794745
A549/ATCC – A549/ATCC NSCLC; hit rate 3.7% among 81,000
Active calls of the source: *; . = no result given. How the source made its calls: active means growth percent below 10; inactive means the rest.

compound | HOP-92 | RPMI-8226 | CCRF-CEM | HOP-62 | MOLT-4 | EKVX | M14 | A549/ATCC
O=C(Nc1ncc(Cc2cc(C(F)(F)F)ccc2Cl)s1)c1cccs1 | 47 | 56 | 45 | 43 | 29 | 57 | 49 | 38
CCOC(=O)C(CCC(OCC)OCC)C(C)=O (configuration not stated) | 97 | 115 | 120 | 103 | 92 | 129 | 102 | 100
CCOC(=O)c1ccnc(F)c1 | 112 | 100 | 111 | 113 | 107 | 103 | 103 | 101
O=C(Nc1ccc(Cl)c(Cl)c1)c1ccc(Cl)c(Cl)c1 | . | 57 | 92 | 105 | 85 | 80 | 99 | 91
CO[C@H]1C[C@@H]2CC[C@@H](C)[C@@](O)(O2)C(=O)C(=O)N2CCCC[C@H]2C(=O)O[C@H]([C@H](C)C[C@@H]2CC[C@@H](OCCO)[C@H](OC)C2)CC(=O)[C@H](C)/C=C(\C)[C@@H](O)[C@H](OC)C(=O)[C@H](C)C[C@H](C)\C=C/C=C/C=C/1C | 46 | 36 | 35 | 41 | 33 | 55 | 62 | 45
O=C1CCC(=O)N1C1CCCCC1 | 102 | 109 | 108 | 93 | 96 | 98 | 94 | 115
CCc1c(C)cc(-c2ccccc2N)c2[nH]c3ccccc3c12 | 115 | 100 | 95 | 85 | 93 | . | 91 | 87
CC(CO)c1ccccc1 (configuration not stated) | 94 | 107 | 126 | 91 | 100 | 98 | 102 | 101
C=C(C)[C@@H](/C=C/[C@@H](C)[C@H]1CC[C@H]2C3=CC[C@H]4C[C@@H](O)CC[C@]4(C)[C@H]3CC[C@]12C)CC | 111 | 112 | 96 | 97 | 120 | 125 | 100 | 99
C#CCCCCCCC[C@@H]1OC(=O)[C@H]([C@@H](C)CC)NC(=O)[C@H]([C@@H](C)CC)NC(=O)CC(=O)[C@@H]1C | 78 | 89 | 90 | . | 80 | 98 | 94 | 105
COc1ccc(CNC(=O)CSc2nc3ccccc3c(=O)n2CCc2ccc(S(N)(=O)=O)cc2)cc1OC | 109 | 93 | 106 | 118 | 105 | 102 | 116 | 103
CCN(CC)c1ccc(NC(c2ccccc2)C(O)c2ccccc2)cc1 (configuration not stated) | 103 | 90 | 91 | 105 | 90 | . | 104 | 105
Cc1nn(-c2ccccc2)c2nc(Cl)c(/C=C/C(=O)c3ccc(Br)cc3)c(-c3ccc(Br)cc3)c12 | . | . | . | 111 | . | 96 | 105 | 95
Clc1ncnc2c1cnn2-c1ccccc1 | 73 | 89 | 92 | 99 | 95 | . | 107 | 94
Oc1ccc2[nH]cc(-c3cnc(-c4c[nH]c5ccc(O)cc45)cn3)c2c1 | 93 | 89 | 25 | 94 | 27 | 100 | 106 | 82
COc1cc(/C=C/C(=O)c2ccc(Nc3ncnc4cc(OC)c(OC)cc34)cc2)cc(OC)c1 | 76 | -2.4* | 63 | 116 | 54 | 101 | 112 | 85
O=S(=O)(Nc1cc(F)cc(F)c1)c1ccc(-c2cnc(C3CC3)o2)cc1 | 43 | 27 | 32 | 41 | 39 | 52 | 17 | 47
COc1ccc(CN2CCc3c(Sc4ccccc4Cl)nc(N)nc3C2=O)c(OC)c1 | 41 | 62 | 79 | 100 | 58 | 94 | 93 | 89
CCOC(=O)c1[nH]n(-c2ccccc2)c(=O)c1/C=N/C(=S)NNC(C)=O | 78 | 100 | 25 | 98 | 93 | 100 | 99 | 101
NC(=O)C1(Nc2ccc([N+](=O)[O-])cc2)CCCC1 | 89 | . | 98 | 100 | 102 | 110 | 88 | 103
C=CC(C)C(C)(C)O (configuration not stated) | 105 | 109 | . | 102 | 95 | 105 | 102 | 95
COc1ccc(-c2nc3ccc(C(=O)N=Nc4c(O)[nH]c5ccc([N+](=O)[O-])cc45)cc3[nH]2)cc1 | 114 | 105 | 91 | 112 | . | 109 | 117 | 95
COc1ccc(C2CC(=O)Oc3c(OC)c4c(c(OC)c32)OCO4)cc1 (configuration not stated) | 101 | 89 | 89 | 85 | 96 | 101 | 99 | 98
COC(=O)C1(CC(=O)c2c(C)[nH]c3ccccc23)NC(=S)NC(=O)C1C#N (configuration not stated) | 102 | 101 | 101 | 110 | 110 | 103 | 113 | 107
CC1=C(N2CCOCC2)C(N2CCOCC2)=C(C)C(=O)C1=O | . | 105 | 102 | 94 | 93 | . | 103 | 102
O=C1c2c(c3c4ccccc4[nH]c3c3ccc4ccccc4c23)C(=O)N1CCN1CCOCC1 | 66 | 7.9* | 11 | 46 | 6.4* | 62 | 37 | 29
CCOC(=O)/C=C(/C)c1ccccc1 | . | 101 | 96 | 109 | 94 | 114 | 104 | 102
CC(=O)c1c(C)c[nH]c1C | 81 | 93 | 92 | 102 | 94 | 108 | 104 | 105
COc1cc2oc(-c3cccc(NC(=O)[C@@H](N)CCC(N)=O)c3)cc(=O)c2c(OC)c1OC | 94 | 101 | 105 | 110 | 109 | 108 | 101 | 103
N#CCc1cccc2ccccc12 | 87 | 103 | 92 | 109 | 92 | 101 | 109 | 103
C=CC/C(=C/CCC)CCC | 112 | 110 | 104 | 110 | 111 | . | 108 | 100
CC(C)OC(=O)Nc1ccc(F)c(F)c1 | 78 | 99 | 102 | 97 | 101 | 89 | 97 | 99
COC(=O)CCC1=C(CC(=O)OC)c2ccccc2CC1 | 94 | 102 | 102 | 114 | 100 | 106 | 96 | 95
NS(=O)(=O)c1ccc(C(=O)NN2C(=O)c3ccccc3C2=O)cc1 | 107 | 109 | 107 | 108 | 107 | 105 | 104 | 110
Cc1c(C(=O)NNC(=O)c2ccccc2)sc2ncc(-c3ccc(Br)cc3)n12 | 106 | 108 | 97 | 104 | 93 | 92 | 110 | 97
Cc1nc2sc(C(=O)Nc3cccc(Cl)c3)c(N)c2cc1C(=O)c1ccccc1 | 96 | 85 | 96 | 105 | 107 | 85 | 93 | 52
O=C(c1ccc(O)cc1O)c1ccc(O)cc1O | 161 | 152 | 119 | 89 | 116 | 86 | 103 | 112
O=C(Cn1cc(-c2ccccc2)nn1)Nc1nc2ccccc2s1 | 107 | 96 | 97 | 102 | 99 | 91 | 96 | 104
N#Cc1cnn(-c2ccc(-c3ccc(Cl)cc3)nn2)c1N | 101 | 105 | 91 | 99 | 92 | . | . | 95
O=C(CCCCCCN1CC(=O)N2[C@@H](c3ccc(Br)cc3)c3[nH]c4ccccc4c3C[C@H]2C1=O)NO | 50 | 28 | 26 | 58 | 11 | 68 | 72 | 94
COc1ccc(/C(=C\c2cc(OC)c(OC)c(OC)c2)C(=O)N2CCCNCC2)cc1 | 102 | 107 | 100 | 106 | 95 | 104 | 105 | 105
COC(=O)CC[C@@H]1O[C@@H](c2ccccc2)[C@@H](I)[C@H]1O | 85 | 99 | 99 | 112 | 97 | 101 | 94 | 111
COc1cccc(OC)c1C(=O)O | . | . | . | 99 | 98 | 97 | 103 | 91
O=[N+]([O-])c1ccc(N=Cc2ccccc2)cc1 | 91 | 106 | 110 | 102 | 94 | 91 | 84 | 94
O=C(CSC1CCc2ccccc21)N/N=C/c1ccco1 (configuration not stated) | 94 | 88 | 93 | 98 | 100 | . | 101 | 96
Nc1cc2c(cc1Br)-c1ccccc1C2=O | 92 | 96 | 98 | 95 | 104 | 78 | 99 | 96
N#Cc1ccc(CN(Nc2ccccc2)c2ccccc2)cc1 | 79 | 65 | 75 | 105 | 71 | 59 | 103 | 79
COc1ccc(C(=O)c2sc3nc(-c4cccnc4)cc(-c4ccc(OC)c(OC)c4)c3c2N)cc1 | 79 | 66 | 83 | 111 | 55 | 92 | 108 | 91
CN1C(=O)/C(=C/c2nc(-c3ccccc3F)n3ccccc23)c2cc(F)ccc21 | . | 117 | 113 | 93 | 106 | 78 | 93 | 97
COS(=O)(=O)C1C(=O)C2(C)CCC1C2(C)C (configuration not stated) | 74 | . | . | 106 | 102 | 98 | 92 | 109

Going on with the list.
structure	HOP-92	RPMI-8226	CCRF-CEM	HOP-62	MOLT-4	EKVX	M14	A549/ATCC
CN(CC(=O)NNC(=O)c1cncn1-c1ccc(F)cc1)S(=O)(=O)c1ccc(Cl)cc1	85	81	67	107	101	92	113	96
Brc1ccc2[nH]cc(-c3nn4cc(-c5ccncc5)nc4s3)c2c1	40	59	59	69	59	67	76	83
CCOC(=O)c1c(NC(C)=O)sc2c1CCC(=O)C2=O	140	99	100	109	99	109	114	102
c1ccc(CSc2ncnc3nc[nH]c23)nc1	135	124	102	92	98	100	101	106
COc1cc2c(cc1OCc1ccccc1)c(=O)ccn2-c1ccc(NC(=O)C2(C(=O)Nc3ccc(F)cc3)CC2)cc1	89	.	80	113	60	83	91	67
COc1cc2cc(Sc3ccc(NC(=O)c4ccc5c(c4)OCCO5)cc3)c(C)nc2cc1OC	.	94	97	102	80	100	116	99
COc1ccc(-c2cc(-c3cccnc3)nc3sc4c(=O)[nH]cnc4c23)cc1OC	56	87	104	97	104	99	107	96
COc1ccc(-c2nc3sccn3c2-c2ccnc(NCCNS(=O)(=O)c3ccc(C)cc3)n2)cc1	69	65	64	105	36	.	96	78
Cc1ccc(OCC(O)CN2CCN(c3ccc(C)cc3)CC2)cc1 (configuration not stated)	92	103	106	102	105	93	94	114
CCCOC(=O)Nc1nc2ccc(SCC)cc2s1	96	85	72	81	73	94	47	81
Cc1cc2nc(-c3c(N)ncc(C#N)c3-c3ccc(O)cc3)[nH]c2cc1C	101	95	99	96	97	74	119	95
CN(C)c1nc2ccccc2c2c(=O)c3ccccc3sc12	84	83	88	76	95	69	101	101
CCOc1ccccc1C(=O)N(Cc1ccccc1)Cc1ccccc1	65	85	93	87	65	81	82	67
CCN(CCCNc1cc2c(c(N)c1S(=O)(=O)O)C(=O)c1ccccc1C2=O)c1ccccc1	112	101	102	92	108	103	98	104
Nc1ncc(-c2ccc3ncnc(Nc4cccc(Cl)c4F)c3c2)cn1	31	48	66	47	72	12	.	52
Cn1[nH]cc(/C=N/C(N)=O)c1=O	.	105	95	111	105	123	107	106
O=S(=O)(NO)c1ccccc1	73	101	100	118	105	102	116	99
O=c1c(=O)n(CCO)n(CCO)c(=O)n1CCO	120	105	101	103	102	123	115	102
CN(C)CCSc1nnc(-c2cc(-c3ccccc3)nc3ccccc23)n1-c1ccccc1	72	94	107	99	87	90	96	91
CCOC(=O)c1c(-c2ccccc2)c(Cc2ccccc2)n(CCCCCCO)c1C	83	69	68	105	78	.	84	80
O=c1c(Br)ccc(Br)cc1Br	.	-51*	-41*	15	-37*	99	-70*	.
CS(=O)(=O)c1ccc(-c2ccc3ncc(C#N)c(Nc4ccc(F)c(Cl)c4)c3c2)cc1	95	108	100	67	.	82	104	91
CCCC(=O)NC(C)C(=O)Nc1ccccc1C(=O)OCC (configuration not stated)	108	114	100	101	102	105	105	102
CCCCCCCCCCCCCCCC(=O)OC[C@H](CSC[C@H](NC(C)=O)C(=O)N[C@@H](CO)C(=O)OC)OC(=O)CCCCCCCCCCCCCCC	55	125	104	85	108	110	91	105
CCC(=O)C12CCCC1=NC(=N)N=C2C1=NC(=N)N=C2CCCC21C(=O)CC (configuration not stated)	101	109	105	103	115	99	103	101
Cc1nc2sc3c(c2c(C)c1Br)NC(c1ccccc1O)NC3=O (configuration not stated)	53	68	77	69	67	76	96	76
Cc1cccc2c1nc(-c1c(F)cc(C(=O)O)cc1F)n2Cc1c(F)cccc1F	94	110	107	89	92	94	97	83
N=C(N)NCCC[C@H](NC(=O)[C@@H](CCCNC(=N)N)NC(=O)[C@H](CCCNC(=N)N)NC(=O)c1ccc(-c2ccc(NC(=O)CCNC(=O)[C@H](CCCNC(=N)N)NC(=O)[C@@H](CCCNC(=N)N)NC(=O)[C@H](CCCNC(=N)N)NC(=O)c3ccc(-c4ccc(NC(=O)CCNC(=O)[C@H](CCCNC(=N)N)NC(=O)[C@@H](CCCNC(=N)N)NC(=O)[C@H](CCCNC(=N)N)NC(=O)c5ccc(-c6ccc(NC(=O)CCN)cn6)nc5)cn4)nc3)cn2)nc1)C(=O)O	87	91	97	77	.	94	82	97
COc1ccc(/C(C#N)=C2C=C/C(=N/O)c3ccccc3\2)cc1	13	32	.	35	19	.	7.1*	12
Brc1cnc2[nH]cc(-c3csc(-c4c[nH]c5ncccc45)n3)c2c1	.	86	83	88	84	57	52	90

Whole records from above. Screens in order: HOP-92	RPMI-8226	CCRF-CEM	HOP-62	MOLT-4	EKVX	M14	A549/ATCC
N#Cc1ccc(CN(Nc2ccccc2)c2ccccc2)cc1 is listed with 79	65	75	105	71	59	103	79
O=c1c(Br)ccc(Br)cc1Br is listed with .	-51*	-41*	15	-37*	99	-70*	.
O=[N+]([O-])c1ccc(N=Cc2ccccc2)cc1 is listed with 91	106	110	102	94	91	84	94
O=C(c1ccc(O)cc1O)c1ccc(O)cc1O is listed with 161	152	119	89	116	86	103	112
c1ccc(CSc2ncnc3nc[nH]c23)nc1 is listed with 135	124	102	92	98	100	101	106

Continued:
structure	HOP-92	RPMI-8226	CCRF-CEM	HOP-62	MOLT-4	EKVX	M14	A549/ATCC
Cc1[nH]c(C2CC(c3cccs3)=NN2c2ccccc2)c(C)c1C(=O)O (configuration not stated)	109	102	101	106	96	94	103	103
CC(C)(C)SCC(=O)O	94	105	97	99	99	.	102	99
NC(=O)C1C2CCC(C2)C1C(N)=O (configuration not stated)	92	101	94	99	123	106	109	98
Cc1csc(-c2nnc(Nc3ccc(Oc4ncccc4-c4ccnc(N)n4)cc3)c3ccccc23)c1	86	52	25	15	32	65	15	27
CC(C)(C)c1cc(Cc2cc(C(C)(C)C)c(O)c(C(C)(C)C)c2)cc(C(C)(C)C)c1O	61	71	81	117	100	81	98	86
O=c1cc(-c2ccccc2)oc2ccccc12	77	112	103	.	76	60	107	93
NC(CC(=O)NO)C(=O)O (configuration not stated)	84	105	90	98	95	93	103	102
